Screening results as filed in PubChem BioAssay.
Cycloheximide cs = affects cycloheximide protein synthesis inhibition readout, counter-screen; cell reporter, cycloheximide protein synthesis inhibition counterscreen; max response, %; actives 12% (n = 300,000); in the data active means max response mostly above about 13%, no sharp cut-off; inactive means mostly below about 14%; further: read at 38.3 µM for the half of the compounds with a filed dose; 0% is about no effect
HCV inhibitor = HCV inhibition | Huh7.5.1 HCVcc-Cre infection, luciferase reporter, 44 h | Potency, µM (highest dose often 41.8 µM), for inactives: at the top dose activity change, negative = inhibition, most hits filed as inhibitors | actives 3.4% (n = 340,000) | AID 651820; further: potency means the concentration at half of the fitted maximal effect; on the % scale 0 is the no-effect control and ±100 the full control effect
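Compounds are dispensed onto cells plated 4 h earlier at 1,000 per well, with HCVcc-Cre virus (about 0.5 moi) added next. Following 44 h of culture, luminescent signal is measured for 15 sec after 15 min with substrate at room temperature.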
Pf growth 48h = inhibits P. falciparum growth in the first generation, 48 h | P. falciparum luciferase growth in erythrocytes, 48 h | Potency, µM (top dose mostly 28.7 µM), for the others: at the highest dose activity change, negative = inhibition, hits mostly inhibitors | actives 5.9% (n = 310,000); further: potency means the concentration at half of the fitted maximal effect; on the % scale 0 is the no-effect control and ±100 the full control effect
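Growth was read as firefly luciferase luminescence after a 48 h, 37 C, 5% CO2 exposure of compounds to reporter-bearing P. falciparum cultures (0.1% parasitemia, 2% hematocrit final) in Albumax-supplemented RPMI 1640.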
FBPA Giardia inh = blocks Giardia fructose-bisphosphate aldolase activity; A8B2U2; purified Giardia FBPA; Potency, µM (doses to about 59.6 µM), for inactives: at the top dose activity, negative = inhibition, usual class: inhibitors; actives 0.71% (n = 290,000); AID 2451; further: potency means the concentration at half of the fitted maximal effect; on the % scale 0 is the no-effect control and ±100 the full control effect; nearly all actives have a fitted effect of over 55% in size
Target sequence (A8B2U2 whole entry, looked up): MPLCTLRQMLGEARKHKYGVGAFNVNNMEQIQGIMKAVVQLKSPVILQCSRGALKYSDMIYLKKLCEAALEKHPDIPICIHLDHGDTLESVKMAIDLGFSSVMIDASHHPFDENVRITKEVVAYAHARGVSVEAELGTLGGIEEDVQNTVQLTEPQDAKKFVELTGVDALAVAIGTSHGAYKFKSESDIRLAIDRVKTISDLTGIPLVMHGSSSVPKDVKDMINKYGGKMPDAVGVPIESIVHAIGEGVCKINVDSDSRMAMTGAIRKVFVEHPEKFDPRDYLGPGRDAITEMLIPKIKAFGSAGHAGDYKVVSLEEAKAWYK
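40 nM FBPA preincubated 10 min at RT with compound (up to 57.5 uM final), then substrate plus GAPDH/TPI/NAD/arsenate coupling and diaphorase/resazurin added. Fluorescence read after 20 min at RT, 525/598 nm.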
Shiga toxin inh = inhibitors of Shiga toxin in Vero cells; Vero cells, Shiga toxin protein synthesis inhibition reporter; inhibition, % at 38.7 µM; actives 9.2% (n = 290,000); AID 2315; in the data active means inhibition mostly above about 28%, no sharp cut-off; inactive means mostly below about 43%; further: 0% is about no effect
Pf growth 96h = P. falciparum growth inhibition at 96 hour, primary screen for plastid delayed-death inhibitors. Potency, µM (titrated, usually from 28.7 µM), for the others: top-dose activity change, negative = inhibition, usual class: inhibitors. actives 6.9% (n = 320,000). P. falciparum luciferase reporter growth, 96 h; further: potency means the concentration at half of the fitted maximal effect; on the % scale 0 is the no-effect control and ±100 the full control effect
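Parasite growth measured via integrated firefly luciferase reporter in P. falciparum. Infected erythrocytes at 2% hematocrit, 0.05% parasitemia final were treated 96 hours at 37 C under 5% CO2, and luminescence was read.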
Active calls of the source: *; i = inactive; ? = inconclusive; · = no result given; + = active, no number; & = joins results of further samples; [ ] = another dose, or the depositor's remark. Unless noted, the call rests on the fitted dose curve; in most records, active means well fitted curve in the direction sought with a large enough effect; inconclusive means small, poorly fitted or top-dose-only effect, or another doubt; inactive means no such curve, though single readings can be large; an effect the other way counts as inactive or inconclusive. Compounds as they come; overall some 24% were active at least once.

Below each SMILES: FBPA Giardia inh | HCV inhibitor | Pf growth 48h | Shiga toxin inh | Cycloheximide cs | Pf growth 96h
O=C(NCc1ccc(F)cc1)c1cc(C(=O)C2CC2)c[nH]1
    · | 2% | -16% | -8 | -1 | 0%
CCn1c(O)c(/C=N/N=C2CCCC2)c2ccc(C3=NNC(=O)CC3)cc21
    1% | -4% | 7% | -17 | -3 | ?
Cc1ccc(C)n1C1CCS(=O)(=O)C1 (stereo unspecified)
    -2% | -27% | ? | 4 | -4 | 121%[activator]
Nc1ccnn1Cc1ccc(Br)s1
    -2% | -6% | 11% | 2 | 7 | -1%
Cc1nnc(SCC(=O)NC(=O)NC(C)C)s1
    6% | 9% | 16% | -11 | -2 | 6%
Cc1ccc(S(=O)(=O)NC(N)=NCCc2ccc(Cl)cc2)cc1C
    -1% | 32%[activator] | 11% | -2 | 2 | -9%
CC(=O)Nc1ccc(NC(=O)C/C(C)=N/NC(N)=S)cc1
    16µM* | 0% | ? | 23 | -2 | 1.9µM*
O=C1CN(C(=O)c2ccccc2F)C(c2ccccc2)c2cc(F)ccc2N1 (stereo unspecified)
    13% | -1% | ? | 3 | -10 | ?
O=C(C(=C1N(Cc2ccc(Cl)nc2)CCN1Cc1ccc(Cl)nc1)[N+](=O)[O-])C(Cl)Cl
    5% | -5% | · | -8 | 8 | -1%
CCC(C)NCC(=O)Nc1ccc(S(N)(=O)=O)cc1 (stereo unspecified)
    4% | -10% | 1% | -10 | 2 | ?
COc1c(C)cc(Br)cc1C(=O)NCc1cccnc1
    6% | 18% | -14% | -3 | -1 | ·
Cc1cc2oc(C(=O)Nc3cccnc3)c(C)c2cc1C
    0% | 15% | · | 22 | -2 | 30%[activator]
CS(=O)(=O)N1CCN(c2ccccc2NC(=O)c2ccc([N+](=O)[O-])o2)CC1
    1% | 11µM* | ? | -3 | -2 | 11%
CC(C)NC(=O)COC(=O)/C=C/c1ccc(F)cc1
    3% | -3% | -18% | -38 | -4 | -15%
S=C(Nc1ccc(Br)cc1Cl)N1CCN(c2ccccn2)CC1
    -4% | 12% | 14% | -6 | -2 | ?
O=C(Nc1ccc2c(c1)OCO2)C1CC(=O)N(c2ccc(F)cc2)C1 (stereo unspecified)
    8% | -2% | -12% | 3 | 7 | ?
Fc1ccc(/C=N/N2CCN(Cc3ccccc3)CC2)cc1
    1% | 1% | 19% | 62* | 20* | 9.3µM*
CC1CC(C)CN(C/C=C/c2ccccc2[N+](=O)[O-])C1 (stereo unspecified)
    1% | -10% | ? | -16 | -3 | ?
CCOC(=O)c1c(-c2cccs2)csc1NC(=O)CC(C)C
    2% | ? | ? | -12 | 8 | ·
CC(C)(C)NC(=O)CN(Cc1cccs1)C(=O)CNS(=O)(=O)c1ccccc1
    -4% | 17% | -8% | 41 | 16* | ·
Cc1ccc2c(c1C)NC(=O)C2(O)CC(=O)c1ccc2c(c1)OCO2 (stereo unspecified)
    13% | 27% | -9% | -11 | 2 | 5%[5.75 µM]
COc1ccccc1NC(=O)Cc1nnc(SCC(=O)NC2CCCC2)n1C
    -3% | 1% | -14% | -5 | 1 | -25%
COc1ccc(OC)c(C2CC(=O)c3c([nH]c(C(=O)OC(C)C)c3C)C2)c1 (stereo unspecified)
    0% | ? | · | -16 | 5 | ?
CC1(C)CN(c2ccccc2)N(Cc2ccc(F)cc2)C1=O
    7% | -7% | ? | -10 | 0 | -3%
CC(C)CCn1c(=O)c2ccccc2c2ccccc2c1=O
    -1% | -9% | · | -1 | -1 | -17%
Cc1ccc(/C=N/N2CCCCC2)o1
    1% | 19% | 30%[activator] | 56* | 39* | 41%[activator]
O/N=C1\CCc2cc(Cl)ccc21
    -2% | -13% | 32%[activator] | -14 | 2 | 26%
CCc1cc2c(CN3CCN(CC)CC3)cc(=O)oc2cc1O
    2% | -4% | ? | -27 | -6 | ·
O=C1NC(=S)N/C1=C/c1cccc([N+](=O)[O-])c1
    1% | 4% | 49%[activator] | -4 | 11 | ?
CCc1nc(SCC(=O)N2CCN(c3ccccc3)CC2)c2oc3ccccc3c2n1
    1% | 10µM* | 2% | -10 | 6 | -16%

As entered above.
For HCV inhibitor, O=C(Nc1ccc2c(c1)OCO2)C1CC(=O)N(c2ccc(F)cc2)C1 (stereo unspecified) reads -2%
For Shiga toxin inh, CCOC(=O)c1c(-c2cccs2)csc1NC(=O)CC(C)C reads -12
For HCV inhibitor, CCC(C)NCC(=O)Nc1ccc(S(N)(=O)=O)cc1 (stereo unspecified) reads -10%

Remaining list, next part:
Below each SMILES: FBPA Giardia inh | HCV inhibitor | Pf growth 48h | Shiga toxin inh | Cycloheximide cs | Pf growth 96h
O=C(CN1C(=O)NC2(CCCCC2)C1=O)Nc1ccc(Cl)c(S(=O)(=O)N2CCOCC2)c1
    · | ? | ? | · | · | -36%
COCCCNC(=O)/C(C#N)=C1\N=C(NC(=O)c2cccs2)c2ccccc21
    -11% | -23% | 6% | 6 | 18* | 30%[activator]
COCC(=O)Nc1ccc(S(=O)(=O)Nc2ccccn2)cc1
    1% | 0% | 18% | -4 | -3 | ?
O=C(Nc1ccncc1)c1cccc(S(=O)(=O)N2CCc3ccccc32)c1
    · | 8.9µM* | 10µM* | · | · | ?
O=C(OCc1nnc(-c2ccccc2)o1)c1cc2ccccc2cc1O
    -1% | -5% | ? | 31 | 12 | 11%
Cc1cccc(NC(=S)N2CCC(N(C)CC3CCCO3)CC2)c1 (stereo unspecified)
    1% | -5% | 20% | -8 | -4 | ?
COc1ccccc1Cn1c(=O)c2ccccc2n2c(SCC(=O)N3CCCCC3)nnc12
    1% | 5%&-4% | 12% | 3 | -1 | ?
O=C(O)Cc1ccc(NC(=O)Nc2cccc(Cl)c2)cc1
    3% | 13% | 3% | -9 | -3 | 71%[activator]
COc1ccc(NC(=O)CSc2nnc(CNC(=O)c3ccco3)n2-c2ccccc2OC)cc1
    9% | 4% | ? | 8 | -2 | -1%
COc1ccc([N+](=O)[O-])cc1NC(=O)COC(=O)c1ccccc1C(=O)c1ccccc1
    1% | -17% | 16% | 10 | -2 | 8%
Cn1ncc2c(=O)n(/N=C/c3ccccc3)cnc21
    4% | -5% | 9% | 2 | 5 | 1%
CCc1ccccc1NC(=O)C/C(C)=N/NC(=O)COc1ccccc1C
    · | -8% | 0% | -3 | -1 | 51%[activator]
COc1ccc(C(=O)NN2CC(O)=C(c3nc4ccccc4n3C)C2=N)cc1OC
    -6% | 3% | 24% | -18 | -3 | 32%[activator]
O=C(Nc1ncccc1O)c1ccc(S(=O)(=O)N2CCCC2)cc1
    · | 6% | 3.3µM* | · | · | 2.1µM*
CC(=O)N1CCc2cc(C(=O)CN3CCN(C(=O)c4ccco4)CC3)ccc21
    -29% | 2% | · | 11 | -1 | ?
COC(=O)[C@H]1C[C@@H]1[C@H](NC(=O)[C@H]1C[C@@H]1[C@H](NC(=O)OCc1ccccc1)c1ccccc1)c1ccccc1
    -6% | -11%[8.37 µM] | ? | 4 | 4 | 15µM*
COc1ccc(OC)c(/C=C/C(=O)Oc2ccc(C(C)=O)cc2)c1
    1% | 11% | 16% | 3 | -2 | 0%
CCCOc1cccc(C(=O)N(Cc2ccccc2)C2CCS(=O)(=O)C2)c1 (stereo unspecified)
    15% | 14% | 3% | -5 | -4 | ?
O=C(CCc1ccccc1)Nc1ccc(N2CCCCC2)cc1
    2% | 6% | 98%[activator] | 93* | 33* | -8%
O=S(=O)(NCC1(N2CCOCC2)CCCCC1)c1ccccc1Cl
    · | -8%[8.37 µM] | ? | · | · | ?
CN1C(=O)Cc2cc(S(=O)(=O)N3CCN(c4cccc(Cl)c4)CC3)ccc21
    · | -22% | -4% | 1 | -2 | 0%
COc1ccc(NC(=O)CNC(=O)Cn2cnc3sc(C)c(C)c3c2=O)cc1OC
    · | 21% | 1% | -10 | -11 | 10µM*
CN(Cc1ccccc1)C(=O)CN1C(=O)NC2(CCCCCCC2)C1=O
    · | -5% | 9.3µM* | · | · | ?
N#Cc1ccc(C(=O)NC2CCCc3ccccc32)cc1 (stereo unspecified)
    -26% | -11% | 4% | 13 | 12 | 39%[activator]
COc1ccccc1NC(=O)OCC#CCOC(=O)Nc1ccccc1OC
    -3% | -13% | 0% | 34 | -6 | -10%
CN(C)C1=NCCN1CC1CCCC1
    · | 4% | 12% | · | · | -13%
COc1cc(OC)c2c(c1O)OC(c1ccccc1)CC2=O (stereo unspecified)
    -19% | 11% | 32%[activator] | -9 | -3 | 9%
CC(=Nc1ccc(C)c(C)c1)C1=C(O)CCC1=O
    0% | 6% | · | 140* | 61* | 13%
COc1ccc(Br)cc1CNC(=O)C1CCCN(S(C)(=O)=O)C1 (stereo unspecified)
    3% | 1% | 9% | -14 | 1 | 1%
COc1ccc(C2/C(=C(/O)c3ccccc3)C(=O)C(=O)N2c2ccccn2)cc1OC (stereo unspecified)
    13% | 12% | -2% | 7 | 12 | -29%

Part of the list above in another layout.
Cn1ncc2c(=O)n(/N=C/c3ccccc3)cnc21
  FBPA Giardia inh = 4% | HCV inhibitor = -5% | Pf growth 48h = 9% | Shiga toxin inh = 2 | Cycloheximide cs = 5 | Pf growth 96h = 1%

CCc1ccccc1NC(=O)C/C(C)=N/NC(=O)COc1ccccc1C
  FBPA Giardia inh = · | HCV inhibitor = -8% | Pf growth 48h = 0% | Shiga toxin inh = -3 | Cycloheximide cs = -1 | Pf growth 96h = 51%[activator]

COc1ccc(C(=O)NN2CC(O)=C(c3nc4ccccc4n3C)C2=N)cc1OC
  FBPA Giardia inh = -6% | HCV inhibitor = 3% | Pf growth 48h = 24% | Shiga toxin inh = -18 | Cycloheximide cs = -3 | Pf growth 96h = 32%[activator]

O=C(Nc1ncccc1O)c1ccc(S(=O)(=O)N2CCCC2)cc1
  FBPA Giardia inh = · | HCV inhibitor = 6% | Pf growth 48h = 3.3µM* | Shiga toxin inh = · | Cycloheximide cs = · | Pf growth 96h = 2.1µM*

Additional entries.
Below each SMILES: FBPA Giardia inh | HCV inhibitor | Pf growth 48h | Shiga toxin inh | Cycloheximide cs | Pf growth 96h
CCOC(=O)N1CCN(C(c2cccnc2)c2ccc3cccnc3c2O)CC1 (stereo unspecified)
    ? | -18% | 12µM* | 10 | 1 | ·
C=CCN1C(=O)CC(C(=O)NC)SC1=Nc1ccc(C(=O)OCC)cc1 (stereo unspecified)
    -7% | -3% | -1% | -5 | -2 | 12%
COC(=O)CC(c1ccc(C(C)C)cc1)n1cccc1 (stereo unspecified)
    -2% | 7% | 87%[activator] | 33 | 8 | ?
CCOc1ccc(-c2cnc3ccccc3n2)cc1
    3% | ? | 67%[activator] | 96* | 40* | i
O=C(CCn1nc(-c2ccccc2)ccc1=O)N1CCN(c2ccccc2)CC1
    -2% | -27% | ? | -4 | -2 | ?
CCOC(=O)Nc1ccc2c(CN3C(=O)NC4(CCCC4)C3=O)cc(=O)oc2c1
    3% | ? | ? | 15 | 10 | ?
O=C(NCCN1CCOCC1)c1cccc(S(=O)(=O)N2CCCCCC2)c1
    1% | -7% | -9% | -9 | -2 | 0%
CC(=O)c1ccc(NC(=O)c2ccccc2Sc2ncnc3sc(C)c(C)c23)cc1
    0% | -23% | ? | + | 17* | ?
CS(=O)(=O)NNC(=O)c1cc2cc3ccccc3nc2s1
    -4% | 11% | 3% | 53* | 22 | 4.7µM*
Cc1cccc(C(=O)Nc2cc(S(=O)(=O)N3CCOCC3)ccc2N2CCCCC2)c1
    · | ? | 7.4µM* | · | · | ?
OC(CC#CCN1CCCCCC1)(c1ccccc1)C1CCCC1 (stereo unspecified)
    ? | -17% | ? | -11 | -4 | 2.9µM*
